RBX1-CUL1 inh: inhibitors of human ROC1-CUL1 ubiquitin ligase activity; E3 ubiquitin-protein ligase RBX1 (Homo sapiens) + Cullin-1 (Homo sapiens), P62877+Q13616; in vitro K48 di-Ub FRET, acceptor:donor ratio, 45 min; inhibition, % at 10 µM; 140,000 tested, 0.6% active; in the data active = inhibition above about 25%
Target sequence (P62877 whole entry, looked up): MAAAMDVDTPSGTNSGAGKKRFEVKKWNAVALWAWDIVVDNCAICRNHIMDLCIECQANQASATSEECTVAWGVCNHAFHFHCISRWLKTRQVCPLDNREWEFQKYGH
Target sequence (Q13616 whole entry, looked up): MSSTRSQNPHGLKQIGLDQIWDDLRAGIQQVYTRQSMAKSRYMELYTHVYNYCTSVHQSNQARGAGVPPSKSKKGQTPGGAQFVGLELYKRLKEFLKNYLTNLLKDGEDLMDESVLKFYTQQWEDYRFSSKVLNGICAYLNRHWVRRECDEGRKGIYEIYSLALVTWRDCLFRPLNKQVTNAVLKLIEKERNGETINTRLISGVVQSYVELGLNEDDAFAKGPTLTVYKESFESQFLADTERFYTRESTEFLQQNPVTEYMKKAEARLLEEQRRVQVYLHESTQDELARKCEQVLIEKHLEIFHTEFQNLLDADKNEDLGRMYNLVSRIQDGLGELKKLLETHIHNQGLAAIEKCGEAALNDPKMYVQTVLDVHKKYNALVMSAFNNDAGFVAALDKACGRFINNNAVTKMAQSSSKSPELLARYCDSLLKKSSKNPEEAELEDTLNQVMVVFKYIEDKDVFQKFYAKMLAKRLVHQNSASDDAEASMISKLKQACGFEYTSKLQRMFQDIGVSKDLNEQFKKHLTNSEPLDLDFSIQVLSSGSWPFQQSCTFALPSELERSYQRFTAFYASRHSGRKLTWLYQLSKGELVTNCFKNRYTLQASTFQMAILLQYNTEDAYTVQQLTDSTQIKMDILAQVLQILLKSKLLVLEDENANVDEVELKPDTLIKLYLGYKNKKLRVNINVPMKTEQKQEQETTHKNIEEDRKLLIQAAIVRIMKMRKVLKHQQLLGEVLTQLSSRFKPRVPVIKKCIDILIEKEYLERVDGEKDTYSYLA
Starred values were filed as active, the others as inactive. Some of the compounds tested. The share of hits here may be higher or lower than overall.

SMILES | RBX1-CUL1 inh
COc1ccccc1N1C(=O)/C(=C/c2cc(C)n(-c3cccnc3)c2C)C(=O)NC1=S | 3.8
c1ccc2c(c1)CCc1ccccc1S2 | 1.6
CCN(CC)CC(O)COc1ccc(CN(C)Cc2cc(C)no2)cc1OC (configuration not stated) | 1.2
CN(C)Cc1ccccc1S(=O)(=O)c1cccc(O)c1 | 3.0
CCC(Sc1nnc2c3ccccc3n(CC)c2n1)C(=O)Nc1nnc(C(C)C)s1 (configuration not stated) | 0.0
COc1ccc(C(=O)Nc2ccc3oc(-c4ccc5ccccc5c4)nc3c2)cc1Br | 2.7
O=C(Nc1ccc(I)cc1)C1C2CCC=CCC/C=C/CCC21 (configuration not stated) | 1.2
Cc1ccoc1C(=O)N1CCCC(CCC(=O)N2CCN(c3ccccn3)CC2)C1 (configuration not stated) | 8.5
CN(C(=O)c1cc2c(s1)-c1ccc(Cl)cc1SC2)c1cccc(C(F)(F)F)c1 | -2.3
Cc1ccc(C)n1-c1nnc(N2CCCC(C(=O)NCc3ccc(Cl)cc3)C2)s1 (configuration not stated) | -4.8

Laid out differently: entries from further up
molecule	RBX1-CUL1 inh
COc1ccccc1N1C(=O)/C(=C/c2cc(C)n(-c3cccnc3)c2C)C(=O)NC1=S	3.8
c1ccc2c(c1)CCc1ccccc1S2	1.6
CCN(CC)CC(O)COc1ccc(CN(C)Cc2cc(C)no2)cc1OC (configuration not stated)	1.2
CN(C)Cc1ccccc1S(=O)(=O)c1cccc(O)c1	3.0
CCC(Sc1nnc2c3ccccc3n(CC)c2n1)C(=O)Nc1nnc(C(C)C)s1 (configuration not stated)	0.0

New compounds follow:
SMILES | RBX1-CUL1 inh
O=C(COc1ccc(F)cc1F)N1CCN(c2cccc(Cl)c2)CC1 | 13.2
COCC(=O)Nc1cc(C(=O)N2CCN(C)C(c3ccccc3)C2)cc2nc(-c3cccnc3)n(C)c12 (configuration not stated) | -7.9
CCc1nnc2cc(-c3ccccc3)[nH]n12 | 0.4
CC(C)c1ccc2c(c1)CC[C@H]1[C@](C)(CNCc3ccc4ccc5cccc6ccc3c4c56)CCC[C@]21C | 3.6
Oc1c(Cl)cc(Cl)c2c1sc1ccccc12 | -0.6
COc1ccc(NC(=O)c2cc(-c3ccccc3)on2)cc1 | -10.2
Cc1cccc(C(=O)N2CCc3cc(CNS(=O)(=O)c4ccc(F)c(Cl)c4)ccc32)c1 | -4.0
OC(COc1ccc2c(c1)OCO2)CN1CCc2ccccc2C1 (configuration not stated) | -8.8
CCCN1CCC(Nc2nc3nonc3nc2NCCCOC)CC1 | -4.0
COc1ccccc1CNc1ccc(-c2nc(-c3cccc(C)c3)no2)cc1[N+](=O)[O-] | -0.4
O=C(CSc1ccc2ccccc2n1)Nc1nsc(-c2ccc(Cl)cc2)n1 | 7.6
CCOc1ccc(NC(=O)C(CC)n2nc(-c3ccc(C)c(C)c3)ccc2=O)cc1 (configuration not stated) | 1.9
Cc1nc(Oc2ccc3ccccc3c2)c2c3c(sc2n1)CCC3 | 9.1
O=C1c2ccccc2SC1C=Nc1ccc([N+](=O)[O-])cc1 (configuration not stated) | 4.4
O=S1(=O)NC(=NCC2CCCO2)c2ccccc21 (configuration not stated) | 3.3
CS(=O)(=O)Nc1cc(C(=O)NCCCc2cccnc2)c2c(c1)ncn2CCc1ccccc1 | -5.3
COc1ccc(C(=O)Nc2ccc(-c3nc4ccccc4s3)cc2C)cc1Cl | -14.7
CCN(CC)c1ccc(Nc2snc3c2c(=O)n(C)c(=O)n3C)cc1 | -2.0
COc1ccc(CNC(=O)C(Cc2ccccc2)NS(=O)(=O)c2ccc3c(c2)CCN3C(C)=O)cc1 (configuration not stated) | 9.7
COc1ccc(C(=O)Nc2nc3c(s2)CCCC3)cc1Cl | 0.3
CCn1c(SCC(=O)N/N=C/c2ccc3c(c2)c2ccccc2n3CC)nnc1-c1ccc(OC)cc1 | -0.4
Cc1cc2c(cc1C)NC(CC(=O)Nc1ccccc1SC(F)(F)F)C(=O)N2 (configuration not stated) | 3.8
COc1cc(/C=C(\C#N)c2nc3ccccc3[nH]2)cc(Cl)c1OCc1ccccc1Cl | -1.5
Cc1cccc(C(=O)NC2(C(F)(F)F)C(=O)N=C3C2C(=O)NC(=O)N3c2ccc(F)cc2)c1 (configuration not stated) | -1.4
CCc1cccc(NC(=O)c2cc3c(s2)-c2ccccc2OC3)c1 | -5.2
Cc1ccccc1CNS(=O)(=O)Cc1ccccc1F | 0.3
C#CCOc1c(Br)cc(CC2=NC(=S)N(c3ccc(OCC)cc3)C2=O)cc1OC | -6.7
CCc1ccc(NC(=O)CN2CCN(c3ccccc3)CC2)cc1 | 12.3
N#CC1C(=N)Oc2n[nH]c(-c3ccccc3)c2C1c1ccc(Cl)c(Cl)c1 (configuration not stated) | -4.2
Cc1nn(C)cc1/C=N\NC(=O)c1ccc(Cn2cc(Cl)cn2)cc1 | 5.8
Cc1ccc(-c2nnc(Nc3ccc(C(=O)N(C)C)cc3)c3ccccc23)cc1S(=O)(=O)N(C)C | -2.2
COc1cccc(C2CC(=O)N=C3C2C(=O)Nc2ncnn23)c1OC (configuration not stated) | 10.9
CCOC(=O)c1ccc(NC(=O)CCc2c(C)n(CC)c3cc(-c4ccccc4OC)nn3c2=O)cc1 | 3.1
Cc1c(CC(=O)NCCc2ccccc2F)c(=O)oc2c(C)c3occ(C(C)(C)C)c3cc12 | -5.8
CC1(C)Nc2cc(Cl)ccc2CO1 | 6.2
O=C(Nc1ccc2nc(SCCOc3ccccc3Cl)sc2c1)c1ccco1 | -0.1
CCOC(=O)C1CCN(CNC(=O)c2cccnc2)CC1 | -5.2
CCc1ccc(Nc2sc(C(=O)c3ccc(F)cc3)c(N)c2S(=O)(=O)c2ccccc2)cc1 | -4.5
Cc1ccc(OCC(=O)NCC(=O)OCc2cc(=O)n3nc(C(C)C)sc3n2)cc1 | 5.0
CC(Sc1nc(-c2ccccc2)cc(C(F)(F)F)n1)C(=O)NCc1ccc(F)cc1 (configuration not stated) | 2.6
CCO[C@H]1[C@H](NC(=O)c2cccnc2)c2ccccc2C12CCN(C(=O)CCN1CCCO1)CC2 | -8.5
CN(CC1CCOCC1)c1nncc(-c2ccc(F)cc2)n1 | 6.9
COc1ccc(C2CC(=O)CC(=NC3CCCC3)C2)cc1 (configuration not stated) | 4.2
O=c1c2c(cnn1Cc1ccccc1)Sc1cnn(Cc3ccccc3)c(=O)c1S2 | -0.1
CCN1C(=O)C(=Cc2cn(Cc3cccc(F)c3)c3ccccc23)C(=O)N(CC)C1=S | 5.2
Cc1nnc(SCC(=O)Nc2ccc(F)cc2)s1 | 6.7
CCN(CC)C1CCN(Cc2cnc(S(C)(=O)=O)n2CCCOC)C1 (configuration not stated) | -3.7
Cc1ccc(Sc2ccncc2S(=O)(=O)NC(=O)NC2CCCCC2)cc1 | 2.0
O=C(c1ccc(F)cc1)N1CCN(S(=O)(=O)c2ccc(Cl)s2)CC1 | -5.2
O=C(OCc1ccc(Cl)c(Cl)c1)c1cnccn1 | -0.4
(cont.)
SMILES | RBX1-CUL1 inh
Nc1c(C(=O)Nc2ccccc2)sc2ncc([N+](=O)[O-])cc12 | 14.6
CCN(CC)S(=O)(=O)c1ccc2c(c1)nc(CN(C)C(=O)Nc1ccc(Cl)cc1)n2C | 0.9
Fc1nc(F)c(F)c(Oc2ccccc2Oc2c(F)c(F)nc(F)c2F)c1F | 4.1
Cc1ccc(NS(C)(=O)=O)c(O)c1 | -0.6
Clc1ccc2sc(Sc3ccncc3)nc2c1 | 4.2
COc1ccccc1NC(=O)C1C(C)=Nc2nc(SCc3ccccc3F)nn2C1c1cccnc1 (configuration not stated) | 2.6
O=C(c1noc2c1CCCC2)N1CCCC(Nc2ccc3c(c2)OCO3)C1 (configuration not stated) | 1.8
O=C(O)/C=C/C(=O)NNC(=O)c1ccc(OC2CCCC2)cc1 | -0.7
COc1ccc(-c2nc(-c3ccccc3O)n(-c3ccccc3)n2)cc1 | -3.7
COc1ccc(C(=O)N2CCC(C(=O)Nc3ccc(Cl)cc3)CC2)cc1 | -2.4
Nc1nc(SCC(=O)N2CCCCC2)nc2sc3c(c12)CCCC3 | 7.5
CC(=O)N1CCN(c2nc3c(c(=O)n(C)c(=O)n3C)n2Cc2ccc(F)cc2)CC1 | 20.1
CCCCCc1nnc(NC(=O)N2CCn3cccc3C2)s1 | 6.6
COc1ccc(S(=O)(=O)N2Cc3ccccc3CC2C(=O)Nc2cc(Cl)ccc2Cl)cc1 (configuration not stated) | -5.6
Cc1ccc(NS(=O)(=O)c2cc(C(=O)O)c(Cl)cc2Cl)cc1C | 14.7
Cc1oc(-c2cccc(NC(=O)C3CCCN(C)C3)c2)nc1CNC(=O)c1ccc2c(c1)OCO2 (configuration not stated) | -10.0
CC(C)Oc1ccccc1NC(=O)c1ccccc1 | -4.6
Nc1ccc(S(=O)(=O)Nc2nccc(/C=C/c3cccc(F)c3)n2)cc1 | 6.3
COCCN1CCC(CN(Cc2ccncc2)Cc2cc(F)cc(F)c2)CC1 | 6.2
CN1CCC(N2CCC(Oc3cccc(C(=O)NCc4ccccn4)c3)CC2)CC1 | 4.3

In another format: results already given
RBX1-CUL1 inh,SMILES
6.3,Nc1ccc(S(=O)(=O)Nc2nccc(/C=C/c3cccc(F)c3)n2)cc1
14.7,Cc1ccc(NS(=O)(=O)c2cc(C(=O)O)c(Cl)cc2Cl)cc1C
6.2,COCCN1CCC(CN(Cc2ccncc2)Cc2cc(F)cc(F)c2)CC1

Among those listed so far, 3 have a furan ring, fused or not.
SMILES | RBX1-CUL1 inh
Cc1ccoc1C(=O)N1CCCC(CCC(=O)N2CCN(c3ccccn3)CC2)C1 (configuration not stated) | 8.5
Cc1c(CC(=O)NCCc2ccccc2F)c(=O)oc2c(C)c3occ(C(C)(C)C)c3cc12 | -5.8
O=C(Nc1ccc2nc(SCCOc3ccccc3Cl)sc2c1)c1ccco1 | -0.1

(next part)
SMILES | RBX1-CUL1 inh
Cc1ccc(N2C(=O)[C@@H]3CSC(c4ccc(Cl)cc4)N3C2=O)cc1 (some centres not stated) | -5.1
CN1CCNC(=O)C1CC(=O)N1CCN(c2ccc(F)cc2)CC1 (configuration not stated) | -2.4
Fc1ccc(Nc2c(-c3c[nH]c4ccccc34)nc3ccccn23)cc1 | 3.8
CC(NNC(=O)c1c[nH]c2ccc(O)cc12)C1CC1 (configuration not stated) | 1.9
CCOc1ccc2nc(N3CCC(NC4Cc5ccccc5C4)CC3)nc(C)c2c1 | -7.6
O=S(=O)(c1ccc(-c2csc(=Nc3ccccc3)n2CCN2CCOCC2)cc1)N1CCCC1 | -2.4
Cc1c(C)n2c3c(=O)n(CC(C)C)c(=O)n(C)c3nc2n1Cc1ccco1 | 8.6
CC(=O)c1cc(CN2CCc3[nH]nc(-c4ccc5c(c4)OCO5)c3C2)cs1 | -1.8
O=C1c2ccccc2C(=O)c2c1ccc1cccnc21 | 1.3
CCC1CN(C(=O)N2CCC(C(=O)NCCC3=CCCCC3)CC2)c2ccccc2O1 (configuration not stated) | 2.1
CCC(O)C1=C(c2cccs2)Oc2ccccc2C1c1ccc(C)cc1 (configuration not stated) | 0.2
COc1cccc(OCc2nc(C(=O)NCc3cnc(C)cn3)co2)c1 | -8.9
O=C(O)C1CC=CCC1C(=O)Nc1ccc(N2CCN(CCO)CC2)cc1 (configuration not stated) | 2.8
CCN(CC)Cc1nc(-c2cccc(Cl)c2)no1 | 13.7
CCOc1cc(C2C3=C(CC(C)(C)CC3=O)OC(=N)C2C#N)ccc1OCc1ccccc1F (configuration not stated) | 7.5
CC(/C=C1\SC(=S)N(NC(=O)c2cccc(O)c2)C1=O)=C\c1ccccc1 | -4.6
O=C(/C=C/c1cn(CC(O)CN2CCCCC2)c2ccccc12)c1cccs1 (configuration not stated) | 2.3
Cc1c(Cl)cccc1-c1ccc(C(=O)Nc2ccc3oc(-c4cccnc4)nc3c2)o1 | 3.5
CCS(=O)(=O)N1CCCC(C(=O)Nc2ccccc2SC)C1 (configuration not stated) | -0.4
NC(=O)c1cc2n(n1)C(C(F)(F)F)CC(c1ccc(Cl)c(Cl)c1)N2 (configuration not stated) | 5.6
COc1cccc(Cn2nnc3c2C(=O)c2ccccc2C3=O)c1 | -0.8
COc1ccccc1NC(=S)N1CCC(C(O)(c2ccccc2)c2ccccc2)CC1 | 8.7
N#C/C(=N\O)C1=NNC2(O1)C(=O)Nc1ccccc12 (configuration not stated) | 0.9
Cc1ccc(NC(=O)c2ccc(Br)cc2Br)nc1 | -6.0
CN(C)CCNC(=O)CCC1CCN(C2CCSC2)CC1 (configuration not stated) | 0.9
N#Cc1c(Nc2ccccc2)sc(C(=O)c2ccc(Br)s2)c1N | 4.5
Cn1c(O)c(N=Nc2ccccc2)c2ccccc21 | -6.1
COc1ccc(C(=O)N2CCCCCC2)cc1S(=O)(=O)N1CCCCC1 | 1.8
COC(=O)C1=C(SCc2ccc(F)cc2)SC(=C2C(=O)CC(c3ccccc3)CC2=O)S1 (configuration not stated) | 16.6
COc1ccc(Nc2cc(C(=O)NCCCN3CCN(c4ccccc4F)CC3)c3ccccc3n2)c(OC)c1 | -4.6
CCOc1cc(CN2CCC(C3(CC)NC(=O)N(CCc4scnc4C)C3=O)CC2)ccc1O (configuration not stated) | -6.6
Cc1ccc(Cn2c(=O)n(CC3CCC(C(=O)N4CCOCC4)CC3)c(=O)c3sccc32)cc1 (configuration not stated) | 1.3
COC(=O)C1=Nc2nnnn2C(c2ccc(O)c(OC)c2)C1C(=O)c1ccc(C)cc1 (configuration not stated) | 3.4

Screening results (PubChem)
